TEAD-YAP inh = TEAD-YAP interaction inhibition | HEK-TIYL cells, TEAD-Gal4/YAP UAS-luciferase luminescence | inhibition, % at 9.12 µM | 640,000 tested, 1.4% active | AID 1259422; in the data active = inhibition above about 32%;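 also: 0% = median of test compound wells and 100% = reference inhibitor wells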
GPR151 activ = human GPR151 activation. PathHunter beta-arrestin GPR151 cells, luminescence. AID 1508602. 650,000 tested, 1% active. activation, % at 11.2 µM; in the data active = activation above about 4.9%;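 also: 0% = median of compound wells and 100% = cells with positive control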
Target sequence (Q8TDV0 whole entry, looked up): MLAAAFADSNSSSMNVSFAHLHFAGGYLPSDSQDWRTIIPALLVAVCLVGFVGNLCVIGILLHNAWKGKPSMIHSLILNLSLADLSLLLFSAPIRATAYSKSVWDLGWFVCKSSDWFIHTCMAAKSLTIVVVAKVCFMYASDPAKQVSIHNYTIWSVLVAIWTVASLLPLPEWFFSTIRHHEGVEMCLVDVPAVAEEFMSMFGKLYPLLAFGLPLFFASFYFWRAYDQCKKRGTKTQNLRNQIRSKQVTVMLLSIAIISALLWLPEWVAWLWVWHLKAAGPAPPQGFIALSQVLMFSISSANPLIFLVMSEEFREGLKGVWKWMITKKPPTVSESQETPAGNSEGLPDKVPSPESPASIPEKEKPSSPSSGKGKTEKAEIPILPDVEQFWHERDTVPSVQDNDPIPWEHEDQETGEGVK
MITF primary = inhibitors of human MITF; O75030; AlphaScreen MITF homodimerization, bead proximity signal; inhibition, % at 2.6 µM; 650,000 tested, 0.91% active; in the data active = inhibition above about 50%;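 also: 0% = vehicle wells with protein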
FBW7 activator = activators of human E3 ligase FBW7; Q969H0; AlphaScreen FBW7–phospho-cyclin E peptide binding, activator screen; normalized activity (activation), % at 26.1 µM; 650,000 tested, 0.13% active; AID 1259310; in the data active = normalized activity above about 1.9%;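 also: purified mutant Fbw7 with reduced substrate affinity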
Target sequence (Q969H0 whole entry, looked up): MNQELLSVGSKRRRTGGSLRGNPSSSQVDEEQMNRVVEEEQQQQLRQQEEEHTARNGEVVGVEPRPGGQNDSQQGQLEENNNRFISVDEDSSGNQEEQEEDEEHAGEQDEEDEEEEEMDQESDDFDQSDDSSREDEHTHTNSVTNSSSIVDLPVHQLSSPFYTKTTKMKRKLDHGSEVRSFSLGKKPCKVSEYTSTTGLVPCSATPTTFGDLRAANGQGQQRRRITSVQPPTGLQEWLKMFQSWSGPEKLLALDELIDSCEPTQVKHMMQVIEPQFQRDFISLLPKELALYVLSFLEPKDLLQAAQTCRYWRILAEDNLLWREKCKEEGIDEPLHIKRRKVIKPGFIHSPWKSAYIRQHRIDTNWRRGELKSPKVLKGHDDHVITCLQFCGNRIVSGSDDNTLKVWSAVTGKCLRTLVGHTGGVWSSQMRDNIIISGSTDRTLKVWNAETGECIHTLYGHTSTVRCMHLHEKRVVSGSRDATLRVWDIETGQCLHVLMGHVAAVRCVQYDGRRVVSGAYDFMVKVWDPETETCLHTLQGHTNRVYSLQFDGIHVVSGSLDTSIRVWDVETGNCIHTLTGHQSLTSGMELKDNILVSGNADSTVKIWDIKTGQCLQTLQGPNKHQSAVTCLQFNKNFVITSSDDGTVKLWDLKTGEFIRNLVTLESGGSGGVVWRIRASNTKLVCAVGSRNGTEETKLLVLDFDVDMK
* marks the source's active call; other numbers are inactive results.

SMILES	TEAD-YAP inh	GPR151 activ	MITF primary	FBW7 activator
Cc1n[nH]c(=S)n1/N=C/c1c(O)ccc2ccccc12	9.6	0.7	45.6	0.1
O=C(Nc1ccccc1[N+](=O)[O-])Nc1ccccc1[N+](=O)[O-]	-6.1	1.1	16.3	0.2
CCN(CC)C(=O)Cn1nc(C)c2ccccc2c1=O	-1.6	-1.3	7.1	0.0
CCc1nnc(NS(=O)(=O)c2ccc(NC(=S)Nc3ccc(F)cc3)cc2)s1	1.1	-0.5	-8.1	0.1
CSCC(=O)N1CCCC(CNC(=O)c2ccc(-c3ccccc3)cc2)C1 (stereo not given)	-19.8	1.5	-8.8	-0.1
CCc1nnc(NC(=O)CSc2nc(N)nc(SC)c2C#N)s1	-10.7	-1.4	-5.6	-0.1
O=c1[nH]c(=O)n(Cc2ccccc2)c(O)c1/C=C1\C=CC=N1	18.1	0.0	0.9	-0.2
COc1ccc(C(=O)COC(=O)c2cc(CC(C)C)nc3ccccc23)cc1OC	-8.7	1.0	6.9	0.1
COc1cccc(OC)c1C(=O)N1CCN(Cc2ccco2)CC1	6.8	1.2	60.7*	0.1
Cc1ccc(NC(=O)COc2ccc(Cl)cc2Cl)cc1C	-54.2	0.2	-3.1	-0.1
CC1=C(C(=O)Nc2cccc(C)c2C)C(c2ccc(F)cc2)NC(=O)N1 (stereo not given)	4.5	1.8	5.7	-0.2
CCCNc1nc(OC)nc(-c2cccc(C(C)=O)c2)n1	-18.7	0.9	-0.8	0.0
CC(=O)c1ccc(NC(=O)COC(=O)Cc2ccc(Cl)cc2)cc1	-2.9	2.4	3.1	0.1
COc1ccccc1-c1ccc(NCCc2ccccn2)nc1	-2.7	-0.5	5.5	0.0
COCCNC(=O)CC1C(=O)NCCN1Cc1cccc(OC)c1 (stereo not given)	1.3	-0.8	9.6	0.1
CC(C)(C)C(=O)CC(=O)c1ccc(Br)cc1	-0.2	-0.6	-5.7	-0.1
Cc1ccc(NCc2nnc(SCC(=O)NC3CCCCC3)n2C)cc1	-3.4	0.1	-7.3	0.0
O=C(c1cccc(-n2ncc3cc(Nc4ccccc4Cl)ccc32)c1)N1CCCC(O)C1 (stereo not given)	9.1	0.6	-1.4	0.0
CC(C)N1CCN(Cc2cccc3nonc23)CC1CCO (stereo not given)	-2.3	1.0	-13.5	-0.1
CCCCOc1ccc(C(=O)NNC(=S)NC(C)=O)cc1	1.0	0.0	13.4	-0.1

Of the compounds above, these have an aryl thioether with sulfur outside any ring:
SMILES	TEAD-YAP inh	GPR151 activ	MITF primary	FBW7 activator
CCc1nnc(NC(=O)CSc2nc(N)nc(SC)c2C#N)s1	-10.7	-1.4	-5.6	-0.1
Cc1ccc(NCc2nnc(SCC(=O)NC3CCCCC3)n2C)cc1	-3.4	0.1	-7.3	0.0

Later entries
SMILES	TEAD-YAP inh	GPR151 activ	MITF primary	FBW7 activator
Cc1ccc(OCC(=O)Nc2cc(-c3nc4ncccc4o3)ccc2C)cc1	-7.9	0.2	5.3	0.3
CC(NC(=O)CSc1nc2ccc(NC(=O)c3ccc(Cl)cc3Cl)cc2s1)c1ccccc1 (stereo not given)	-10.1	0.0	-5.5	0.1
O=C(NCc1ccccc1)c1cc2c(ccc3ccccc32)oc1=O	11.4	0.3	1.1	0.0
Cc1ccc(C(NC(N)=O)c2cccc(F)c2)cc1 (stereo not given)	7.7	0.3	3.3	0.9
O=C(OC1CCOC1=O)c1ccc(S(=O)(=O)N2CCCCCC2)cc1 (stereo not given)	-0.6	-0.7	6.7	0.1
CCCCN1C(=O)C2C(c3ccccc3O)NC(CC(C)C)(C(=O)O)C2C1=O (stereo not given)	-5.7	0.3	0.9	0.0
FC(F)(F)c1ccc(-c2noc(-c3cc(-c4ccc(Cl)cc4)nc4ccccc34)n2)cc1	-10.1	0.7	55.7*	0.6
COc1ccccc1NC(C(=O)NC1CCCC1)c1ccc2ncccc2c1 (stereo not given)	-1.7	-0.5	-11.2	-0.1
COc1cc2c(cc1OC)C(COc1ccc([N+](=O)[O-])cc1)N(C(=O)/C=C/c1cc(OC)c(OC)c(OC)c1)CC2 (stereo not given)	10.0	0.1	1.9	-0.1
Cc1ccc(C(=O)c2sc3nc4c(c(-c5ccco5)c3c2N)CCCC4)cc1	-1.7	-2.1	0.5	0.2
CCOC(=O)c1nn(-c2ccc(OCC)cc2[N+](=O)[O-])c(=N)s1	-13.2	1.3	35.8	0.5
O=C(CNS(=O)(=O)c1cccs1)NC1CCCCCC1	-11.7	0.0	3.0	-0.1
CN1CCOCCOCCOCCN(C)C(=O)N2CCOCCOCCN(CCOCCOCC2)C1=O	14.3	-0.3	-2.8	0.5
COc1ccccc1Nc1nc(-c2ccc(S(=O)(=O)N3CCCCC3)cc2)cs1	6.8	-0.2	7.4	0.1
O=C(NCc1nnc(SCC(=O)N2N=C(c3cccs3)CC2c2ccc(F)cc2)n1CCc1ccccc1)c1ccc([N+](=O)[O-])cc1 (stereo not given)	5.8	-2.0	-2.3	0.4
COc1ccc(C)cc1NC(=O)C1CCCN1C(=O)OCc1ccccc1 (stereo not given)	18.4	0.4	-5.2	0.0
Cc1[nH]n(-c2ccccc2)c(=O)c1C=Nc1ccc2c3c(cccc13)C(=O)N(C)C2=O	-5.8	-1.5	1.3	-0.1
O=C(CCNS(=O)(=O)c1ccc(Br)cc1)NCc1ccccc1	6.4	-1.3	6.5	-0.1
CCC(C)(O)/C(=C/C#N)n1cnc2ccccc21 (stereo not given)	2.7	-0.7	7.9	0.9
Cc1ccc(C(=O)NCCc2csc3nc(-c4ccc(F)cc4)nn23)cc1C	3.2	0.0	-2.1	0.0
Cc1ccc(Nc2nnc(SCC(=O)NC(C)c3ccccc3)s2)cc1 (stereo not given)	0.7	-0.7	-7.5	-0.1
COc1ccc(CCNc2c(-c3cnc(N(C)C)nc3)nc3cnccn23)cc1OC	-1.4	-0.5	15.1	-0.1
C/C(=N/NC(=O)c1ccc(F)cc1)c1ccc2ccccc2c1	0.0	-0.1	0.7	-0.2
COc1cc2c(cc1OC)C(COc1ccccc1OC)N(C(=O)c1cc3ccccc3oc1=O)CC2 (stereo not given)	8.0	0.1	-8.3	-0.1
CCC(c1nnnn1CC1CCCO1)N1CCN(c2cccc(C(F)(F)F)c2)CC1 (stereo not given)	-0.8	-0.4	-4.3	0.0
Cc1nc2cc(N)ccc2n1-c1ccccc1	-15.3	1.0	1.6	0.2
CC(=O)c1ccc(NC(=O)CSc2ccccc2C(=O)O)cc1	0.1	-0.3	5.5	0.5
Cc1ccccc1C(=O)Nc1sc2c(c1C(=O)Nc1cccc3ccccc13)CCC2	-3.5	1.6	-5.0	0.1
CCOCCC(=O)Nc1ccc(I)cc1	2.2	1.4	11.0	-0.1
O=C(c1ccc(F)cc1)N1CCN(Cc2ccc([N+](=O)[O-])cc2)CC1	-4.4	0.5	0.9	0.0
O=C(NCCc1cccc(F)c1)c1ncoc1-c1cccs1	-12.2	1.1	-1.6	0.0
COC(=O)c1ccc2c(c1)C(=O)N(c1cc(Cl)ccc1Cl)C2=O	7.0	0.9	2.6	0.0
CCOc1cccc2cc(C(=O)Nc3cccc(C(F)(F)F)c3)c(=Nc3ccc(C(=O)O)cc3)oc12	-5.1	-0.2	5.2	-0.1
CC(=O)NCCCNc1ccc([N+](=O)[O-])cc1	-1.2	-1.6	4.9	0.0
COc1ccc(C(=O)O/N=C2\CCCc3nonc32)cc1	-14.1	2.0	1.7	0.1
CCN(CC)CCCNC(=O)c1ccc2nc(N3CCOCC3)sc2c1	-2.2	-1.2	35.0	0.2
c1cnc2c(CN3CCOCC3)cccc2c1	4.6	1.1	5.4	0.1
CCOC(=O)NC(Nc1ccc(S(=O)(=O)Nc2nccs2)cc1)(C(F)(F)F)C(F)(F)F	-6.8	-1.3	15.8	-0.1
O=C1/C(=C/c2ccc(-c3ccc(Cl)cc3Cl)o2)SC(=NC2CCCCC2)N1C1CCCCC1	-7.7	1.4	-4.2	-0.2
COc1ccc2cc3c(N)c(C(=O)N4CCN(c5ccccc5)CC4)sc3nc2c1	-0.4	-0.1	-0.2	0.0

Part of the list above, limited to GPR151 activ, FBW7 activator and TEAD-YAP inh.
SMILES	GPR151 activ	FBW7 activator	TEAD-YAP inh
O=C1/C(=C/c2ccc(-c3ccc(Cl)cc3Cl)o2)SC(=NC2CCCCC2)N1C1CCCCC1	1.4	-0.2	-7.7
O=C(NCCc1cccc(F)c1)c1ncoc1-c1cccs1	1.1	0.0	-12.2
CCN(CC)CCCNC(=O)c1ccc2nc(N3CCOCC3)sc2c1	-1.2	0.2	-2.2

The results go on:
SMILES	TEAD-YAP inh	GPR151 activ	MITF primary	FBW7 activator
CCCNS(=O)(=O)c1ccc2c(c1)oc(=O)n2CC(=O)OCC	-6.2	1.2	-6.5	-0.1
Cc1cc(C)nc(N2CCN(C(=O)C(c3ccccc3)c3ccccc3)CC2)n1	-7.3	0.7	-3.8	-0.1
CCOC(=O)c1c(-c2ccc(Br)cc2)csc1NC(=O)C1CC1	16.9	2.3	-8.4	0.0
Cc1nc2cc(NC(=O)CCl)ccc2n1C	-4.8	0.2	-1.6	0.0
CCOC(=O)CC(=O)CSc1nc2c(sc(=S)n2-c2ccc(Cl)c(C)c2)c(=O)n1-c1ccc(F)cc1	5.1	2.0	9.2	0.8
Cc1ccc(S(=O)(=O)/N=C(\NS(=O)(=O)c2ccc(C)cc2)c2ccccc2)cc1	2.4	0.6	-5.5	0.7
Cc1nc(N2CCOCC2)nc(N2CCCCC2C)c1[N+](=O)[O-] (stereo not given)	-13.2	0.4	4.7	-0.3
Cc1ccc(Sc2cc(Cl)c3noc4c3c2C(=O)c2ccccc2-4)cc1	8.9	-0.2	10.9	0.4
Cc1ccc(NCS(=O)(=O)c2ccc(C)cc2)cc1	-29.9	-1.4	-2.0	-0.1
O=C(NCCc1cccc(Cl)c1)c1ccc(Br)o1	-20.5	-0.5	3.0	0.1

Two entries picked at random from those above:
SMILES	TEAD-YAP inh	GPR151 activ	MITF primary	FBW7 activator
Cc1nc2cc(NC(=O)CCl)ccc2n1C	-4.8	0.2	-1.6	0.0
CCCNS(=O)(=O)c1ccc2c(c1)oc(=O)n2CC(=O)OCC	-6.2	1.2	-6.5	-0.1

Additional entries follow:
SMILES	TEAD-YAP inh	GPR151 activ	MITF primary	FBW7 activator
CC1(C)CC(=O)C2=C(C1)NC1=C(C(=O)CC(C)(C)C1)C2c1ccc(I)cc1	-11.6	0.1	0.1	1.0
O=C(CSc1nc2cc3c(cc2c(=O)n1Cc1ccc(C(=O)N2CCN(c4ccccc4)CC2)cc1)OCO3)NCC1CCCO1 (stereo not given)	3.6	0.1	-40.8	-0.1
COc1ccc(NC(=O)CSC2=Nc3ccccc3C3=NC(Cc4ccccc4)C(=O)N23)c(OC)c1 (stereo not given)	13.4	-1.0	-4.2	-0.6
Cc1cccc(CN2C(=O)CCC2CCNCCOc2ccccc2)c1 (stereo not given)	4.9	-1.1	-7.9	0.0
O=C1Cc2cc(S(=O)(=O)NC3CCCCC3)ccc2N1	2.4	2.8	5.2	0.0
O=C(NCCCN1CCOCC1)c1ccc2c(=O)n(-c3ccccc3)c(=S)[nH]c2c1	8.9	0.4	-25.0	0.1
O=C(NCCCn1ccnc1)c1cccs1	-2.2	1.5	0.9	-0.1
CCOc1ccc(S(=O)(=O)N2CCN(Cc3ccccc3)CC2)cc1	-3.5	0.3	5.8	0.0
CCCCOc1ccccc1C1NC(=O)NC(C)=C1C(=O)OCc1ccco1 (stereo not given)	-2.9	0.0	-0.2	-0.2
CN1C(=O)C(O)(CC(=O)c2ccc3c(c2)OCO3)c2ccccc21 (stereo not given)	-3.7	-0.6	14.6	0.0
COc1ccc(NC(=S)N(Cc2ccccc2)Cc2cccs2)cc1Cl	-6.5	1.3	16.2	0.2
O=[N+]([O-])c1ccc(N2CCOCC2)cc1N1CCN(CCO)CC1	6.4	0.4	6.0	-0.1
Cc1ccc(-n2c(=S)sc3c(=O)n(-c4ccccc4F)c(SCC(=O)O)nc32)cc1C	0.4	2.8	18.4	0.1
COc1ccc(/C=C(/C#N)C(=O)Nc2ccc(O)cc2)cc1	4.8	0.8	8.8	-0.1
O=C(O)C1C2CC=CC2c2c3c(cc4ccccc24)C2C=CCC2CN31 (stereo not given)	9.8	-1.1	12.3	1.2
Cc1csc(NC(=O)/C=C/c2ccccc2[N+](=O)[O-])n1	-48.1	-0.6	13.9	-0.3
CC(C)c1nc(N2CCOCC2)c(C#N)c2c1CCCC2	-6.8	0.3	-1.5	0.0
C=CCN(c1ccc(C(=O)Nc2cccc(OC)c2)cc1)S(C)(=O)=O	-3.3	-1.5	-2.1	-0.1
COC(=O)c1c(NC(=O)c2ccc(OC)cc2)sc(C)c1C	-14.5	0.0	-6.2	-0.2
O=C(Cn1c(=O)oc2cc(S(=O)(=O)N3CCCC3)ccc21)NCc1ccccc1Cl	8.6	-0.7	-3.8	-0.2
COc1ccc(OC)c(CN2CCN(C(=O)c3ccccc3)CC2)c1	-11.1	-0.6	39.9	-0.3
CCOC(=O)c1ccccc1NC(=O)c1sc2ncnc(N(C)c3ccccc3)c2c1C	11.2	0.1	2.7	0.5
CC(Oc1ccccc1C#N)C(=O)Nc1ccc(F)c([N+](=O)[O-])c1 (stereo not given)	16.3	-0.2	5.3	0.1
COc1ccc(C2C(C(=O)c3cccs3)=C(O)C(=O)N2c2nnc(C)s2)cc1 (stereo not given)	-4.8	0.2	25.6	-0.1
COc1ccccc1NC(=O)c1ccccc1NC(=O)c1cccs1	3.2	4.1	8.5	-0.1
CCC(=O)N1CCCC(c2[nH]ncc2-c2cc(C)no2)C1 (stereo not given)	-3.0	-0.7	-4.0	0.1
CC(C)n1c(=O)n(CC(=O)NC2CCCC2)c2cccnc21	13.4	0.7	14.1	0.0
CCOC(=O)c1ccc(Nc2nnc(CSc3nc(C)cc(C)n3)s2)cc1	-0.2	-0.8	24.1	0.7
CN1CCN(c2ccnc3c(-c4cccs4)cnn23)CC1	-14.1	1.7	-20.1	-0.8

Source: PubChem BioAssay (The Scripps Research Institute Molecular Screening Center)
